# High-throughput results as filed in PubChem BioAssay.
# FN deposition inh = fibronectin deposition inhibition. AH1F fibroblasts, Alexa488-fibronectin deposition fluorescence, overnight. inhibition, % at 12.6 µM. 350,000 tested, 0.086% active. AID 743247;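 active = mean inhibition across replicates of 30% or more, regardless of how many single replicates reach that level; inconclusive = mean under 30% yet at least half of replicates reach 30%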;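 note: positive control wells lacked labelled fibronectin entirely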
#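 Assay system: AH1F fibroblast monolayer, labelled fibronectin deposition. Amount: 10000 cells per well. Also added: labelled fibronectin 24 nM. Compound: single-point pinned compound. Incubation: cell attachment 1 h, compound and FN exposure overnight. Detection: fluorescence after three HBSS washes, excitation 485 nm, emission 525 nm. Read-out: inhibition of fibronectin deposition signal.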
# SIRT5 inh = inhibitors of human sirtuin-5 desuccinylase; Q9NXA8; 330,000 tested, 1.1% active; inhibition, % at 15 µM; Purified SirT5, succinyl-peptide AMC, trypsin-coupled fluorescence; in the data active = inhibition above about 15%; inconclusive = no clear call, values can overlap the other calls
# Target sequence (Q9NXA8 whole entry, looked up): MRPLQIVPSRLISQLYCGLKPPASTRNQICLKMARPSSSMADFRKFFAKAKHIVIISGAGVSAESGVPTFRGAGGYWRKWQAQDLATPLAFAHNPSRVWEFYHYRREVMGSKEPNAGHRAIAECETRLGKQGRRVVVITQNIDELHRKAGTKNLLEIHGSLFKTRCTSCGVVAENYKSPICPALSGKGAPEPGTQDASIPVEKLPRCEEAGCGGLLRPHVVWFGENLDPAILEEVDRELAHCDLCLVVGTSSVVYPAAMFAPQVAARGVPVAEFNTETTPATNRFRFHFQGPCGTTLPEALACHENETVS
# esBAF inh = inhibitors of esBAF chromatin remodeling in mouse ES cells; reporter increase, % at 12.5 µM; Bmi1-luciferase knock-in reporter, 24 h; 100% = twice the neutral-well signal; 350,000 tested, 2% active; in the data active = activation above about 40%; inconclusive = no clear call, values can overlap the other calls;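 note: 0% = median of the plate's neutral control wells and 100% = double that signal; a rise in the Bmi1 reporter signal indicates esBAF inhibition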
# Statin myotox sup = suppressors of simvastatin-induced myotoxicity in C2C12 myotubes | ATP luminescence, 48 h; scaled: DMSO 0, geranylgeraniol control 100 | rescue of ATP level, % at 7.49 µM | 330,000 tested, 0.78% active | AID 602340;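 active = mean ATP rescue above about 67%, or every replicate alone reaching that limit, limit read from the data, passing the limit was not always enough; inconclusive = no clear call, values can overlap the other calls; inactive = mean under the limit and some replicate under it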;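 note: myotubes were challenged with 10 µM simvastatin during compound exposure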
# S100A4 MyoIIA = inhibitors of human S100A4 binding to myosin IIA peptide; inhibition, % at 10.7 µM; 360,000 tested, 0.14% active; S100A4/TAMRA-MyoIIA peptide fluorescence polarization; P26447; AID 652163;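 active = mean inhibition of at least 70% across replicates, with every replicate also reaching that level; inconclusive = mean inhibition reaches 70% but some replicates fall short; inactive = mean inhibition below 70%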
# Target sequence (P26447 whole entry, looked up): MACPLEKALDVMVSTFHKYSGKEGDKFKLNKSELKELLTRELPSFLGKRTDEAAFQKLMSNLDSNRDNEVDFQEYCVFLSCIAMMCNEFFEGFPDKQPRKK
#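 Compound dosing: one dose per compound; test system: human S100A4 monomer with TAMRA-labelled myosin IIA peptide; probe or stimulus: TAMRA-labelled myosin IIA heavy-chain peptide probe, 5 nM; medium: HEPES buffer with Ca2+, pH 7.2; schedule: 5 min incubation before reading; benchmarks: neutral control DMSO, positive control TFP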
# CASP6 VEID inh = inhibitors of human caspase-6; P55212; purified caspase-6, Z-VEID-R110 cleavage fluorescence; inhibition, % at 12.5 µM; 350,000 tested, 0.53% active; AID 686996;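 active = mean inhibition across replicates at least about 35%, with every replicate also reaching that limit, limit read from the data; inconclusive = only one of the two criteria met; inactive = neither criterion met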;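 note: 0% = median of neutral control wells and 100% = no fluorescence left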
# Target sequence (P55212 24-179 limits assumed): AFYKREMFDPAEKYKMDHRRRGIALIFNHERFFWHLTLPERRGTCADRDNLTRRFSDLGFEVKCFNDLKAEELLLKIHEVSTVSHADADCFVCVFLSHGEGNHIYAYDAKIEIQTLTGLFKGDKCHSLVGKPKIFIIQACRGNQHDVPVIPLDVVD
# Target sequence (P55212 194-293 limits assumed): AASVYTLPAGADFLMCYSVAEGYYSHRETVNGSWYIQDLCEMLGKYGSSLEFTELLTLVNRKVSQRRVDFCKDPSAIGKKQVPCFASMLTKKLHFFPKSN
# LGR2 inh = Drosophila LGR2 receptor signaling inhibition. HEK293 LGR2, CRE-luciferase, bursicon-stimulated, 4 h. inhibition, % at 9.99 µM. AID 720647. 380,000 tested, 0.35% active;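 active = drop in luminescence signal, shown as inhibition above about 50% in the replicate tests, limit read from the data, passing the limit was not always enough; inconclusive = probably only some replicates passing the limit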;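 note: agonist challenge used bursicon conditioned medium at about half maximal strength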
# Active calls of the source: *; u = inconclusive; x = no result given.
SMILES,FN deposition inh,SIRT5 inh,esBAF inh,Statin myotox sup,S100A4 MyoIIA,CASP6 VEID inh,LGR2 inh
CCOC(=O)c1nc(C)n(-c2cc(Cl)cc(Cl)c2)n1,-7,x,-9,0,x,x,x
CCCn1c(C)cc(C(=O)COC(=O)c2nccnc2N)c1C,1,-7,x,x,6,0,31
Cc1cc(N2CCN(C(C(=O)NC3CCCC3)c3ccc(-c4ccccc4)cc3)CC2)c2ccccc2n1 (stereo not drawn),x,14,x,x,1,-3,9
C[C@@H](NC(=O)C[C@H]1CC[C@H]2[C@@H](COC[C@@H](O)CN2Cc2cc(F)ccc2F)O1)c1ccccc1,-8,-1,-1,13,-22,0,5
COc1ccc(NC(=O)N(C)C[C@@H]2Oc3ccc(NC(=O)Nc4cccc5ccccc45)cc3CC(=O)N([C@H](C)CO)C[C@@H]2C)cc1,8,-2,3,0,-15,-1,20
O=C(c1ccccc1F)N1CCN(Cc2ccc3c(c2)OCO3)CC1,0,2,3,-8,-2,-2,17
COc1ccc(S(=O)(=O)N2CCC(c3nc4ccccc4[nH]3)CC2)cc1,-3,-16,0,-53,-1,x,-13
O=C(Nc1ccc(S(=O)(=O)NCc2ccco2)cc1)c1ccc(F)cc1,2,-3,-2,-22,2,20,-3
Cc1noc(C)c1S(=O)(=O)Nc1ccc2c(c1)C(=O)N([C@@H](C)CO)C[C@@H](C)[C@H](CN(C)Cc1ccc(C(F)(F)F)cc1)OCCCC[C@H](C)O2,x,9,21,x,18,2,-4
CN1C=CC(C(C(N)=O)c2ccccc2)c2ccccc21 (stereo not drawn),13,-4,9,-3,-10,3,8
O=C(/C=C/c1ccc(Cl)cc1Cl)c1ccc[nH]1,x,-1,26,8,-3,-2,-118
O=C(COC(=O)c1c(Cl)cccc1Cl)NC1CCCCC1,-2,3,x,x,0,0,-22
CCS(=O)(=O)Nc1ccc2c(c1)C(=O)N(C)C[C@@H](OC)[C@H](C)CN(C(=O)c1ccc3c(c1)OCO3)[C@H](C)CO2,-5,-4,0,-3,7,-1,1
CN1[C@@H]2Cn3c(ccc(C4=CCCCC4)c3=O)[C@H]1[C@@H](C(=O)N1CCCCC1)[C@@H]2CO,x,-16,1,-7,13,-1,-21
Cc1nc(-c2ccccc2)[nH]c(=O)c1Oc1ccc(Cl)cc1Cl,-2,-3,4,-22,-2,3,x
COc1ccc(CCNc2nc(-c3ccncc3)cs2)cc1OC,7,-1,15,5,3,2,-20
COc1ccc(C(=O)NCc2c(C)nn(Cc3ccccc3)c2C)cc1S(=O)(=O)N1CCOCC1,10,1,-14,2,-3,5,8
COCCCNC(=O)CC1C[C@H](C(=O)N(C(C)C)C(C)C)[C@@]2(C)c3[nH]c4ccccc4c3CCN2C1=O (stereo partly drawn),6,-2,-3,2,-3,-2,15
CC(C)N1CCC(NC(=O)Nc2ccccc2)CC1,-3,-5,x,x,-2,-1,5
COCc1cc(CNC(=O)C2CCC(=O)N(Cc3cccc(OC)c3)C2)[nH]n1 (stereo not drawn),-3,-2,x,x,0,4,15
O=S(=O)(c1cccs1)N1CCN(c2ccccc2F)CC1,0,-4,0,13,-7,0,1
COc1ccc(NCC(O)Cn2cnc3c2c(=O)n(C)c(=O)n3C)cc1 (stereo not drawn),-1,x,x,x,-4,2,-7
O=C(Nc1ccccc1F)NC1CCN(Cc2nnnn2Cc2ccc(F)cc2)CC1,6,x,-7,1,x,x,x
O=C(CC1C[C@H](C(=O)N2CCCCC2)[C@@]2(CCc3ccccc3)c3[nH]c4ccccc4c3CCN2C1=O)NCCCn1ccnc1 (stereo partly drawn),-1,-3,3,1,-6,-15,-2
CN(CCOc1ccccc1)C(=O)c1cc(-c2ccco2)nc2ccccc12,-9,-1,-11,-4,3,5,15
C[C@H](CO)N1C[C@H](C)[C@@H](CN(C)S(C)(=O)=O)Oc2ccc(NC(=O)C3CCCCC3)cc2CC1=O,x,-3,0,11,-3,3,3
O=C(/C=N/O)Nc1ccc2sc3ccccc3c2c1,4,-2,x,x,-17,-1,-50
Cc1ccc(NC(=O)COC(=O)c2c(C)nn(-c3ccccc3)c2C)cc1,-1,1,-3,9,0,1,-2
CCN1C(=O)/C(=C2\Sc3ccccc3N2CC)OC1=S,x,-3,x,x,3,-2,-8
O=C1COc2ccc(C(=O)COC(=O)c3cc(S(=O)(=O)N4CCOCC4)ccc3F)cc2N1,x,-1,1,-2,4,4,-6
COc1ccccc1NC(=O)c1ccc(NC(=O)COC(=O)CC(NC(=O)c2ccccc2Cl)c2ccccc2)cc1 (stereo not drawn),-4,-4,x,x,-3,-1,-5
O=C(C=Cc1ccc(OCc2ccccc2)cc1)c1c(F)cccc1F,-7,x,x,x,-1,0,-20
CCc1ccc(OCC(=O)NC(NC(=S)Nc2ccccc2C)C(Cl)(Cl)Cl)cc1 (stereo not drawn),-1,x,x,x,-2,-1,22
O=C(Nc1ccc(F)c(Cl)c1)C1Cc2c(-c3ccc(Cl)cc3)ccnc2O1 (stereo not drawn),-1,-16,-1,8,-8,-3,-7
Cc1ccc(S(=O)(=O)N(CCCN(C)C)Cc2ccc3c(c2)OCO3)cc1,3,-3,4,-9,-1,x,-1
COCC(=O)Nc1ccc2c(c1)OC[C@@H](C)N(C(=O)C1CCCC1)C[C@H](C)[C@H](OC)CN(C)C2=O,-4,x,-2,-14,x,x,-12

# At a glance, 4 of the compounds above:
SMILES,FN deposition inh,SIRT5 inh,esBAF inh,Statin myotox sup,S100A4 MyoIIA,CASP6 VEID inh,LGR2 inh
CCOC(=O)c1nc(C)n(-c2cc(Cl)cc(Cl)c2)n1,-7,x,-9,0,x,x,x
CCCn1c(C)cc(C(=O)COC(=O)c2nccnc2N)c1C,1,-7,x,x,6,0,31
Cc1cc(N2CCN(C(C(=O)NC3CCCC3)c3ccc(-c4ccccc4)cc3)CC2)c2ccccc2n1 (stereo not drawn),x,14,x,x,1,-3,9
C[C@@H](NC(=O)C[C@H]1CC[C@H]2[C@@H](COC[C@@H](O)CN2Cc2cc(F)ccc2F)O1)c1ccccc1,-8,-1,-1,13,-22,0,5

# Next part
SMILES,FN deposition inh,SIRT5 inh,esBAF inh,Statin myotox sup,S100A4 MyoIIA,CASP6 VEID inh,LGR2 inh
COc1cc(OC)c2c(-c3cccc(-c4ccc(F)c(Cl)c4)c3)cc(=O)oc2c1,x,-2,-4,-5,-5,2,8
Cc1ccc(CC(CC(=O)O)C(=O)NC2CCCCC2)cc1 (stereo not drawn),0,x,5,-2,x,x,x
O=C1CC2(CCN(C(=O)c3cccc(F)c3)CC2)Oc2ccccc21,-5,-5,-1,-3,1,4,11
CCCn1c(SCC(=O)NC2CCCC(C)C2C)n[nH]c1=O (stereo not drawn),x,x,3,17,x,x,-30
O=[N+]([O-])c1ccc2nc(CN3CCCCC3)[nH]c2c1,4,4,13,-3,-4,3,-3
CCC(=O)Nc1ccc2c(c1)OC[C@@H](C)N(Cc1ccccc1)C[C@@H](C)[C@H](OC)CN(C)C2=O,-14,2,5,38,-2,-1,4
Cc1ccc2nc(-c3ccc(NC(=O)C(C)Sc4nncs4)cc3)sc2c1 (stereo not drawn),2,-2,-35,-25,-6,3,58*
C/C=C/c1cnc2c(c1)C(=O)N([C@@H](C)CO)C[C@H](C)[C@@H](CN(C)C(=O)Nc1ccc(C(F)(F)F)cc1)O2,x,0,-1,-26,-17,-4,-1
CCS(=O)(=O)Nc1ccc2c(c1)C(=O)N(C)C[C@@H](OC)[C@H](C)CN(C(=O)CN(C)C)[C@@H](C)CO2,0,-8,1,-4,13,1,-1
S=C(Nc1ccc(Cl)c(Cl)c1)N1CCCC1,-2,-2,8,5,-9,0,-14
Cc1ccc(C2(C)NC(=O)N(CC(=O)NNC(=O)c3ccccc3)C2=O)cc1 (stereo not drawn),-3,5,-7,4,5,-2,-6
OC1(c2ccc(F)cc2)CCN(Cc2ccccc2)C1 (stereo not drawn),x,-1,3,2,-2,1,-5

# Among those listed so far, these contain a thiophene ring, fused or not.
SMILES,FN deposition inh,SIRT5 inh,esBAF inh,Statin myotox sup,S100A4 MyoIIA,CASP6 VEID inh,LGR2 inh
O=S(=O)(c1cccs1)N1CCN(c2ccccc2F)CC1,0,-4,0,13,-7,0,1
O=C(/C=N/O)Nc1ccc2sc3ccccc3c2c1,4,-2,x,x,-17,-1,-50

# Further compounds
SMILES,FN deposition inh,SIRT5 inh,esBAF inh,Statin myotox sup,S100A4 MyoIIA,CASP6 VEID inh,LGR2 inh
CCCCNc1nc2ccccc2nc1NS(=O)(=O)c1ccc(F)cc1,-2,-6,-11,-11,3,-1,-10
COc1ccc(CC(=O)OCC(=O)c2ccc(OC)c(OC)c2)cc1,-6,2,-9,-2,-3,4,-6
C[C@@H]1CN([C@H](C)CO)C(=O)c2c(c3ccccc3n2C)-c2ccccc2CO[C@@H]1CN(C)C(=O)c1ccncc1,13,-5,4,12,41,-1,18
CCn1cc(C(=O)N2CCN(c3ccccc3OC)CC2)c2cc(OC)c(OC)cc2c1=O,-7,6,-8,-3,8,2,-4
N#Cc1c(Cn2cncn2)nc(=O)n(-c2ccc(Cl)cc2)c1N,0,-10,4,1,-9,3,-26
CC(=O)N1c2ccccc2-c2nc3ccccc3n2C1C (stereo not drawn),6,-1,20,1,-3,-4,-10
O=C(c1ccc(-c2ccccc2Cl)o1)N1CCN(S(=O)(=O)c2cccs2)CC1,3,2,x,x,5,3,-3
COc1ccc(OC)c(NC(=O)C2(C)CCN2C(C)C)c1 (stereo not drawn),5,-17,-1,2,2,-4,-2
CC(C)NC(=O)NCC[C@@H]1CC[C@H](NS(=O)(=O)c2ccc(Oc3ccccc3)cc2)[C@H](CO)O1,5,0,6,17,0,-2,-7
C=CCSc1nc(C)c(Cc2cccc3ccccc23)c(=O)[nH]1,-14,9,-2,2,0,-6,3
CN(C)CC(=O)N[C@H]1CC[C@H](CCn2cc(C3CCCC3)nn2)O[C@@H]1CO,-6,3,10,6,0,0,-1
CCCCC1(CC)SCC(=O)NC1=O (stereo not drawn),0,-3,-11,8,-1,1,-7
c1ccc2c(c1)nc(N1CCOCC1)c1c3ccccc3[nH]c21,x,-2,x,x,-3,0,-7
Cc1ccccc1Cn1c(O)c(N=NC(=S)Nc2ccccc2F)c2ccccc21,3,-1,x,x,3,-2,20
Cc1ccc(S(=O)(=O)Nc2ccc3c(c2)C(=O)N([C@H](C)CO)C[C@H](C)[C@H](CN(C)Cc2ccc4c(c2)OCO4)O3)cc1,x,-1,1,20,0,4,-3
c1ccc(/N=C2\N=C(Nc3ccccn3)c3ccccc32)nc1,6,-3,-24,-12,5,-2,1
CCN1C(=O)/C(=C/C=C2\C=CN(CC)c3ccccc32)SC1=S,1,x,1,14,x,x,4
O=C(NC1CCCCCCC1)C1CCCN(S(=O)(=O)c2cnc[nH]2)C1 (stereo not drawn),-10,x,4,-5,2,0,11
CC1(C)NC(=S)NC1=S,1,-2,-5,1,-1,-2,-3
Cc1ccc(NC(=O)C2C3CCC(O3)C2C(=O)O)cc1C (stereo not drawn),9,2,13,-3,5,0,-21
O/N=C\c1ccccc1Oc1ccc(F)cc1,-4,-5,x,x,-1,0,-1
Cc1cc(-c2ccccc2)nc(N/N=C/c2ccccc2)n1,14,1,17,-25,0,-2,-81
CCN(CC)C(=O)CSc1nnc(-c2ccc(S(=O)(=O)N3CCOCC3)cc2)n1C,2,-7,0,0,-4,x,0
CCN(C(=O)CSc1nnnn1C)C1CCCCC1,0,7,-3,2,3,-1,-16
Cc1ccc(NC(=O)c2ccc3nsnc3c2)c(Cl)c1,7,-4,-28,-16,5,-2,u
C[C@H](CO)N1C[C@H](C)[C@@H](CN(C)C(=O)Cc2cccnc2)Oc2ncc(-c3cncnc3)cc2C1=O,2,1,-4,-2,27,-1,4
Cc1ccc(NC(=O)C2CCN(C(=O)[C@@H]3Cc4ccccc4CN3)CC2)c(C)c1,1,-2,11,2,-2,1,3

# The list is partial; rates above refer to the full screens.
